Screening results from PubChem.
BAP1 block: blocks human BAP1 ubiquitin-AMC hydrolysis; Q92560; recombinant BAP1, Ub-AMC hydrolysis fluorescence kinetic; stronger effect = lower value; activity remaining (% of control), % at 20 µM; 72,000 compounds, 0.48% hits; AID 436;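 active = activity remaining at or below 50% of control, provided the compound also passes the data quality filters; inactive = the rest, including low values that fail the filters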;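 note: 100% = DMSO wells rate and 0% = substrate alone blank rate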
Target sequence (Q92560 whole entry, looked up): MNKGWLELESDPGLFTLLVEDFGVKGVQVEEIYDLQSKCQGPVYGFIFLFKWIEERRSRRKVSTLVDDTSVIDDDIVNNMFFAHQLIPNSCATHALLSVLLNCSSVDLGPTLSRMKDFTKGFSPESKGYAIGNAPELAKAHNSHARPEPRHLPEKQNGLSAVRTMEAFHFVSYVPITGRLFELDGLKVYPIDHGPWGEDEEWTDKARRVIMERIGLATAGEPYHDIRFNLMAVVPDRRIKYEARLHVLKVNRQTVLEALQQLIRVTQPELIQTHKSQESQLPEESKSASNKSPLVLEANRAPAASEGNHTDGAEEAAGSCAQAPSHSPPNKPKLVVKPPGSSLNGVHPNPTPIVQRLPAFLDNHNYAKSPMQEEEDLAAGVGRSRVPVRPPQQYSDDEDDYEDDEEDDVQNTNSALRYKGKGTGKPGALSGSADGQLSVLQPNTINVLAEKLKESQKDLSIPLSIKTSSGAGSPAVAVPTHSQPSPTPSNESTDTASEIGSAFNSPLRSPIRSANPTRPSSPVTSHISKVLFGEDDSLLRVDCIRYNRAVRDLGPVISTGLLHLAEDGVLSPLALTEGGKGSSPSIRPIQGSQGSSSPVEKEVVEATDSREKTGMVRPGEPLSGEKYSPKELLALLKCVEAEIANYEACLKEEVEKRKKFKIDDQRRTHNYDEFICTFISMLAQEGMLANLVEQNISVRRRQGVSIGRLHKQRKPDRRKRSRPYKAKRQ
HePTP inhibitor: blocks human HePTP tyrosine phosphatase; 110,000 compounds, 0.64% hits; inhibition, % at 20 µM; recombinant HePTP phosphatase activity, OD absorbance; P35236; in the data active = inhibition above about 50%;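 note: plate controls were vehicle for no effect and reference inhibitor for full effect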
Target sequence (P35236 whole entry, looked up): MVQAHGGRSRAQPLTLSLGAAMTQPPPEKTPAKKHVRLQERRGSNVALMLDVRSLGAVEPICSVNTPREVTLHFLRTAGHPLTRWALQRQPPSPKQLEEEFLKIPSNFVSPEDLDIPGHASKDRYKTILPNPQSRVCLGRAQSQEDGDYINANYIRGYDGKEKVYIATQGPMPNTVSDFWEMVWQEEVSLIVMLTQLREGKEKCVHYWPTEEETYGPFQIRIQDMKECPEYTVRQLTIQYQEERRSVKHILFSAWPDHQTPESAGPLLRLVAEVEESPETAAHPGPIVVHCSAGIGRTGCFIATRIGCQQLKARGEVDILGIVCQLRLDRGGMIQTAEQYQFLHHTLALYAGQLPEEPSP
Starred values were filed as active, the others as inactive; . = not tested or not shown; & = joins results of further samples.

SMILES	BAP1 block	HePTP inhibitor
O=C(CCc1nc2ccccc2[nH]1)Nc1ccc2c(c1)OCO2	110	-1
CC1CCc2c(C(=O)Oc3cccc(-n4cnnn4)c3)csc2C1 (stereo not drawn)	.	-1
CCOC(=O)C1CCN(C(=O)CNS(=O)(=O)c2ccc(Br)s2)CC1	102	-3
O=C(COc1ccc2ccccc2c1)NCc1ccc(Cl)cc1	.	3
O=C(CN1CCC(n2nnc3cc(F)ccc32)CC1)N1CCCc2ccccc21	92	6
COc1ccc(C(=O)CSc2nnc(CNc3ccc(C)cc3C)n2Cc2ccco2)cc1	67	7
CCOc1ccc2nc(SCc3ccccn3)sc2c1	.	79*
O=C(O)CCC(=O)N1CCc2cc(S(=O)(=O)N3CC=C(c4ccccc4)CC3)ccc21	98	7
Cc1cccc(N(CC(=O)NC2CCCC2)C(=O)CCCC(=O)Nc2ccccn2)c1	99	10
CCOCCOC(=O)C1=C(C)NC2=C(C(=O)CCC2)C1c1ccccc1Cl (stereo not drawn)	.	0

By substructure, the entries above containing a thiophene ring, fused or not.
SMILES	BAP1 block	HePTP inhibitor
CC1CCc2c(C(=O)Oc3cccc(-n4cnnn4)c3)csc2C1 (stereo not drawn)	.	-1
CCOC(=O)C1CCN(C(=O)CNS(=O)(=O)c2ccc(Br)s2)CC1	102	-3

The list goes on:
SMILES	BAP1 block	HePTP inhibitor
Cc1ccc(S(=O)(=O)NC(=O)N2CCc3ccccc32)cc1	.	-3
CC1CCN(C(=O)CSc2nnc(CSc3ncccn3)n2C)CC1	115	7
Cc1ccc(NC(=O)COc2cccc(Cl)c2)cc1[N+](=O)[O-]	.	-4
Cc1ccc(NC(=O)CSc2n[nH]c(-c3ccncc3)n2)cc1C	67&60	.
O=C(Nc1nc2c(s1)CCCC2)c1ccc(-c2ccccc2)cc1	69	.
CCCc1ccc(OCc2ccc(C(=O)N3CCN(c4ccccn4)CC3)o2)c(OC)c1	99	7
COc1cccc(-c2nnc(-c3ccc(Br)o3)o2)c1	.	9
CCN(CC)CCCN1C(=O)C(=O)/C(=C(/O)c2ccc3c(c2)OCCO3)C1c1ccco1 (stereo not drawn)	82	19
Cc1cc(C)n(-c2nc(Nc3ccccc3C(F)(F)F)nc(-n3nc(C)cc3C)n2)n1	.	-22
CCC(C)[C@H](NC(=O)NCC1CCCO1)C(=O)OC (stereo partly drawn)	100	.
CC(=O)N(c1ccccc1C)S(=O)(=O)c1ccc(Cl)cc1	.	8
COc1ccc(S(=O)(=O)N2CCN(C(C)C)CC2)cc1	.	12
CCOC(=O)N1CCC(NC(=O)Cn2c3ccccc3c3cn[nH]c(=O)c32)CC1	97	0
O=C(Nc1ccccc1Cl)c1ccc([N+](=O)[O-])s1	56	.
CN1CC(=O)N(CC(=O)Nc2ccc(F)cc2)c2ccccc2C1=O	100	4
CCCCNCCCOc1ccc(Cl)cc1	.	2
CCOC(=O)c1ccc(N2C(=O)C=CC2=O)cc1	.	4
O=C(Nc1c(C(=O)Nc2ccc(Br)cc2)cnn1-c1ccccc1)c1ccccc1Cl	52	.
Cc1ccc(-n2c(SCC(=O)OC(C)C)nnc2-c2ccccn2)cc1	104	8
COc1ccc(NCc2cc3ccccc3[nH]c2=O)cc1	91	-2

The final 3 entries of the section before lead into the next.
SMILES	BAP1 block	HePTP inhibitor
O=C(Nc1c(C(=O)Nc2ccc(Br)cc2)cnn1-c1ccccc1)c1ccccc1Cl	52	.
Cc1ccc(-n2c(SCC(=O)OC(C)C)nnc2-c2ccccn2)cc1	104	8
COc1ccc(NCc2cc3ccccc3[nH]c2=O)cc1	91	-2
CCOC(=O)c1c(N)n(CCO)c2nc3ccccc3nc12	.	-7
COc1ccc(NC(=O)CC2SC(=Nc3ccccc3)NC2=O)c(OC)c1 (stereo not drawn)	85	1
Cc1ccc(N=Cc2cc(Cl)cc(Cl)c2O)cc1F	.	6
COc1ccccc1Nc1nc(C)cc(C)c1C(N)=O	74	10
O=C(Cn1ccsc1=NC(=O)c1ccco1)c1ccccc1	76	0
O=C(CCCc1nc(-c2ccc(Cl)cc2)no1)Nc1cccnc1	111	4
CC(=O)C1C(c2ccc(F)c(F)c2)NC(=O)NC1(O)C(F)(F)F (stereo not drawn)	103	.
CCCc1nnc(NC(=O)c2cccc(OCC)c2)s1	.	-2
O=C(CCSc1ccccc1)NC1CCCC1	96	0
CCC(=O)N1N=C(c2cccc([N+](=O)[O-])c2)CC1c1ccc(OC)cc1 (stereo not drawn)	.	-3
O=C(Cn1cc2c(n1)CCCC2)NCCCN1CCN(c2ccccc2F)CC1	95	3
Cc1nnc(Nc2ccccc2O)c2ccccc12	78	-2
CCOC(=O)Cn1nnnc1C(CC)N(Cc1cccs1)Cc1cc2ccc(OC)cc2[nH]c1=O (stereo not drawn)	80	-10
C=CCn1c(CNC(=O)c2ccccc2C)nnc1SCC(=O)NC1CCCC1	91	5
COc1cccc(NC(=O)c2cc(Br)ccc2I)c1	.	7
Cc1ccc(C)c(NC(=O)c2ccc(C)c([N+](=O)[O-])c2)c1	.	2
CC(=O)Nc1nc2ccccc2n1CCN1CCOCC1	150	.
CC(C)Cn1c(SCc2ccc(Br)cc2)nc2sc3c(c2c1=O)CC(C)(C)OC3	.	6
CCOC(=O)c1ccc(N2C(=O)CC(N3CCN(Cc4ccccc4)CC3)C2=O)cc1 (stereo not drawn)	85	3
CC(O)CSc1nc2c(c(=O)n(C)c(=O)n2C)n1CCCc1ccccc1 (stereo not drawn)	94	8
O=C(NCCCN1CCC(Cc2ccccc2)CC1)C1CCC(=O)N1C1CCCC1 (stereo not drawn)	110	-1
O=C(CC1c2ccccc2Oc2ccccc21)Nc1ccc(Cc2ccncc2)cc1	.	6
Cn1c(C(=O)O)cc2cc(F)ccc21	67	-4
CCOc1ccc2cc(S(=O)(=O)N3CCN(c4ccccc4)CC3)ccc2c1	.	-14
Cc1cc(Cl)cc(C)c1OCCOCCN1CCN(C)CC1	.	3
CCOC(=O)C1CCN(CCC(=O)Nc2cccc(Cl)c2C)CC1	.	-3
Cc1nn(-c2ccccc2)c2nc(N)c(C#N)c(-c3ccc(F)cc3)c12	.	14
Clc1ccc2nc(CSc3nc4ccccc4o3)cn2c1	56	-5
O=C(NCc1cccs1)C(Cc1ccccc1)n1cccc1 (stereo not drawn)	93	8
CNC(=O)C(=O)NCCN1CCN(S(=O)(=O)c2ccc([N+](=O)[O-])cc2)CC1	.	-2

7 compounds out of the list, ordered by length of the SMILES, largest number first.
SMILES	BAP1 block	HePTP inhibitor
CCN(CC)CCCN1C(=O)C(=O)/C(=C(/O)c2ccc3c(c2)OCCO3)C1c1ccco1 (stereo not drawn)	82	19
O=C(O)CCC(=O)N1CCc2cc(S(=O)(=O)N3CC=C(c4ccccc4)CC3)ccc21	98	7
O=C(NCCCN1CCC(Cc2ccccc2)CC1)C1CCC(=O)N1C1CCCC1 (stereo not drawn)	110	-1
CC(O)CSc1nc2c(c(=O)n(C)c(=O)n2C)n1CCCc1ccccc1 (stereo not drawn)	94	8
Cc1ccc(-n2c(SCC(=O)OC(C)C)nnc2-c2ccccn2)cc1	104	8
COc1ccc(NCc2cc3ccccc3[nH]c2=O)cc1	91	-2
CC(=O)Nc1nc2ccccc2n1CCN1CCOCC1	150	.

(list continues)
Second line of a record – BAP1 block	HePTP inhibitor
- C[n+]1cccc(C(O)P(=O)(c2ccccc2)c2ccccc2)c1 (stereo not drawn)
  .	-4
- Cn1cc(-c2nn(-c3ccccc3)cc2/C=N/NC(N)=S)c2ccccc21
  .	2
- Oc1ccc2ccccc2c1/C=N/Nc1nn[nH]n1
  .	-9
- Cn1c(=O)c2c(nc(NCCCN3CCOCC3)n2Cc2ccc(Cl)c(Cl)c2)n(C)c1=O
  93	3
- Cc1cc(NS(=O)(=O)c2ccc(NC(=O)c3ccoc3C)cc2)nc(C)n1
  103	2
- CCC(C)[C@H](NC(=O)NCc1ccccc1Cl)C(=O)O (stereo partly drawn)
  90	-6
- O=C(CCC(=O)OCCCC(F)(F)C(F)(F)F)Nc1ccccc1
  100	3&-2
- Cc1ccc(SCc2nc(-c3ccccn3)no2)cc1
  87	8
- COc1cc(NC(=O)c2cccc([N+](=O)[O-])c2)ccc1NC(=O)c1ccco1
  .	1
- Cc1cccc(/C=C2\C(=O)NC(=O)N(c3ccc(Br)c(C)c3)C2=O)c1
  .	3
- Cc1ccc(C2/C(=C(/O)c3ccc(OC(C)C)cc3)C(=O)C(=O)N2CCN2CCOCC2)cc1 (stereo not drawn)
  91	9
- CC(O)c1c(OCc2ccccc2)ncnc1OCc1ccccc1 (stereo not drawn)
  97	5&3
- COc1ccc(NC(=O)C(=O)NCCCN2CCOCC2)cc1
  .	-11
- Cc1ccc(OCC(=O)N/N=C\c2c(Br)cc(Br)c(O)c2Br)cc1
  .	-4
- COC(=O)c1ccc(/C=C2\SC(=NCc3ccccc3)N(Cc3ccccc3)C2=O)cc1
  .	1
- Cc1c(C(=O)NCCCN2CCOCC2)sc2nc(-c3ccc(F)cc3)cn12
  127	9
- COc1cc(C2C(C(C)=O)=C(C)Nc3ncnn32)ccc1O (stereo not drawn)
  .	12
- CCSc1nnc2c(n1)OC(CC)Nc1ccccc1-2 (stereo not drawn)
  51	.
- COc1ccccc1NC(=O)c1ccc2c(c1)C(=O)N(N1C(=O)c3ccccc3C1=O)C2=O
  .	-16
- COc1ccc(NC(=O)CSc2nnc(CNc3ccc(F)cc3)o2)c(OC)c1
  95	5
- CC1=Nn2c(nnc2-c2cc(-c3ccccc3)n[nH]2)SC1
  99	16
- OC(CNCC1(c2ccccc2)CCCC1)COc1ccccc1 (stereo not drawn)
  .	-11
- Fc1ccccc1Cn1nnc(-c2ccccc2)n1
  .	-9
- COc1cccc(CNc2ccc(N3CCCCC3)cc2)c1OC
  90	11
- c1ccc(Cc2nc(-c3ccncc3)no2)cc1
  .	5
- O=C(Nc1ccc(-c2nc3ccccc3s2)cc1)c1cc2ccccc2oc1=O
  .	4
- Cn1c(Cn2c(=O)sc3ccccc32)nnc1SCC(=O)NCc1ccco1
  95	8
- CCN(CC)S(=O)(=O)c1ccc(Br)c(OC)c1
  116	0
- COc1cc(C(=O)N2CCN(c3cc(Cl)ccc3Cl)CC2)cc(OC)c1OC
  97	1
- CCOC(=O)c1cc([N+](=O)[O-])sc1NC(=O)c1ccc(S(=O)(=O)N2CC(C)CC(C)C2)cc1 (stereo not drawn)
  80	.
- COc1ccc(Cl)cc1C(=O)Nc1c2c(nn1-c1cccc(C)c1)CSC2
  160	.
- O=C(Oc1c(CN2CCOCC2)cc(Cl)c2cccnc12)c1ccc(F)cc1
  73	-1
- COc1ccc(CCNC(=O)c2ccc3nc(-c4ccco4)c(-c4ccco4)nc3c2)cc1OC
  118	13
- Cc1ccc(CNC(=O)c2cccc(-n3cnnn3)c2)cc1
  87	3
- CC1(C)Cc2c(sc3nc(-c4cccs4)n(N)c(=O)c23)CO1
  .	9
- COc1ccc(CCNC(=O)C(C(C)C)N2C(=O)c3ccccc3C2=O)cc1OC (stereo not drawn)
  103	.
- Cn1c2ccccc2c(=O)n2c(=O)c3ccccc3cc12
  351	8
- CCCN1C(=O)c2cc(C(=O)NC3CCCCCC3)ccc2C1O (stereo not drawn)
  .	1
- Cc1nc2c(-c3ccc(F)cc3)c(C)nn2c(C)c1CCC(=O)NC(C)CCc1ccco1 (stereo not drawn)
  105	13
- O=C(COc1ccccc1)Nc1ccc(Nc2ccccc2)cc1
  .	-8
- C/C(=N\N1CCN(c2ccccc2)CC1)c1ccncc1
  .	10
- COc1cc(CN2CCN(Cc3cccc([N+](=O)[O-])c3)CC2)c([N+](=O)[O-])cc1OC
  .	0
- Cc1ccc(OCC(=O)O/N=C(\N)c2ccccn2)c(Br)c1
  .	2
- CCn1c(SCC(=O)NCc2cccs2)nnc1-c1cccs1
  123	-5
- CCOC(=O)CSc1nnc(Cc2cc(=O)[nH]c(=O)[nH]2)n1-c1cccc(OC)c1
  105	9
- CCC(C)n1cnc2c(c1=O)c1nc3ccccc3nc1n2Cc1ccccc1OC (stereo not drawn)
  60	1
- Cc1ccc2c(c1)N(Cc1ccccn1)C(=O)C(C)O2 (stereo not drawn)
  110	10
- Cc1ccc2c(Cl)c(C(=O)NCc3ccccn3)sc2c1
  .	-6
- O=C(NCCCN1CCCC1=O)c1cccc(C(F)(F)F)c1
  82	10
- CN(CC(=O)N1CCc2ccccc21)S(=O)(=O)c1cccs1
  92	-1
- O=C1N(c2ccccc2)C2CS(=O)(=O)CC2N1c1ccc(Cl)cc1 (stereo not drawn)
  .	1
- CN(C)C=Nc1ncc2c3ccccc3n(Cc3ccccc3)c2c1C#N
  .	0
- N#CC1=C(N)SC(N)=C(C#N)C1CCC1CCCCC1
  77	-1
- CCOC(=O)CN1CC23C=CC(O2)C(C(=O)NCc2ccc(C)cc2)C3C1=O (stereo not drawn)
  96	0
- CC(Sc1nc2c(c(=O)n(C)c(=O)n2C)n1Cc1cc2c(cc1Cl)OCO2)C(=O)O (stereo not drawn)
  .	4
- O=C1NN(c2cccc(Cl)c2)C(=O)/C1=C\C=C\c1cccc([N+](=O)[O-])c1
  .	9
- CCOc1ccccc1NC(=O)CSc1nnnn1Cc1ccccc1
  118	-7
- COc1c(C)cccc1C(=O)Nc1ccc(N2CCN(S(C)(=O)=O)CC2)cc1
  101	0
- CCCOC(=O)Cc1c(O)c2ccccc2[nH]c1=O
  106	4&6
- Cc1ccc(C)c(NC(=O)C2CC(=O)N(C(C)C)C2)c1 (stereo not drawn)
  97	3

The list continues.
Second line of a record – BAP1 block	HePTP inhibitor
- CCOC(=O)/C(=C\c1ccncc1)C(=O)c1cc(C(C)=O)c(Nc2ccccc2)s1
  .	-5
- Cc1cc(NC(=O)c2cn(C3CCCCC3)c(=O)c3c2c2ccccc2n3C)no1
  45*	-15
- COc1ccc(N(CC(=O)Nc2ccccc2OC)S(=O)(=O)c2ccccc2)cc1Cl
  .	-8
- Cc1ccc(-c2cc(-c3ccc(Cl)cc3)c(C#N)c(N)n2)o1
  .	10
- CCSc1nnc(NC(=O)CSc2nc(CC)nc3c2c(=O)n(C)c(=O)n3C)s1
  91	7
